SIRT5 block: inhibitors of human sirtuin-5 desuccinylase; inhibition, % at 15 µM; 330,000 compounds, 1.1% hits; Purified SirT5, succinyl-peptide AMC, trypsin-coupled fluorescence; Q9NXA8; in the data active = inhibition above about 15%; inconclusive = no clear call, values can overlap the other calls
Target sequence (Q9NXA8 whole entry, looked up): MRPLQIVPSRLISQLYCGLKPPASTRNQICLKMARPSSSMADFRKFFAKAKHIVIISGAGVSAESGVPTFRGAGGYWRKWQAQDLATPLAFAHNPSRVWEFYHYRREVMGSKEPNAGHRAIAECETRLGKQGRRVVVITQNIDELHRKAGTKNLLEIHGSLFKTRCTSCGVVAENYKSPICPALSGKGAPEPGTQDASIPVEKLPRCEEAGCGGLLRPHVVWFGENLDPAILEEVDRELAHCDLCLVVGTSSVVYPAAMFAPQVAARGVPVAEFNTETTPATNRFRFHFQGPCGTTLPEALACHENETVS
ERp5 inh: blocks human ERp5 reductase activity on insulin; inhibition, % at 9.99 µM; Q15084; ERp5 insulin aggregation, absorbance 650 nm, 90 min; 350,000 compounds, 0.05% hits; AID 651711;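 active = mean replicate inhibition above about 25%, with every replicate also reaching it, limit read from the data, passing the limit was not always enough; inconclusive = only one of those two criteria met; inactive = neither criterion met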
Target sequence (Q15084 whole entry, looked up): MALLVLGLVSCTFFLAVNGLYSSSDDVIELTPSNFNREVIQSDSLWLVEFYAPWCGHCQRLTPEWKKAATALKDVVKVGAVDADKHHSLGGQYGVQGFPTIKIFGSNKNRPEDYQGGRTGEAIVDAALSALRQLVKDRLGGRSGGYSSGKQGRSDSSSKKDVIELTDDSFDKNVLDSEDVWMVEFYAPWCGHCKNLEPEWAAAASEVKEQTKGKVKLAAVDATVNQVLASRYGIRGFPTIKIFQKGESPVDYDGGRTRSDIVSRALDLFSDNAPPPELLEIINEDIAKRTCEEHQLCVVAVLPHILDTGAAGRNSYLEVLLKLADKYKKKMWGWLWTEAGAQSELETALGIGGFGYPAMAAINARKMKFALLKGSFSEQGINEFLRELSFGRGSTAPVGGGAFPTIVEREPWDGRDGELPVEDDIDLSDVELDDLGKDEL
miR-122 sensor: inhibitors of miR-122 in Huh7 cells | AID 602342 | Huh7 miR-122 Renilla luciferase sensor, 48 h; neutral wells = 0, positive control = 100 | 340,000 compounds, 0.3% hits | activation (reporter increase), % at 12.5 µM;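 active = mean replicate activation score at least 90 and every replicate individually at or above 90; inconclusive = only one of the two criteria met; inactive = neither criterion met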;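 also: higher luciferase means less miR-122 activity so hits act as miR-122 inhibitors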
ARNT TACC3 PPI: disruptors of human ARNT/TACC3 interaction | inhibition, % at 9.99 µM | 390,000 compounds, 0.66% hits | AlphaScreen His-ARNT PAS-B/GST-TACC3 binding, luminescence; TACC3 fragment carries E629A point mutation;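 active = mean inhibition of replicates at least 50% and at least half of replicates each reaching 50%; inconclusive = half or more replicates reach 50% but mean below 50%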;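 also: 0% = complete ARNT plus TACC3 wells and 100% = ARNT alone without TACC3; many hits fall short of the cut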
Statin myotox sup: protects C2C12 myotubes from simvastatin toxicity; 330,000 compounds, 0.78% hits; AID 602340; ATP luminescence, 48 h; scaled: DMSO 0, geranylgeraniol control 100; rescue of ATP level, % at 7.49 µM;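 active = mean ATP rescue above about 67%, or every replicate alone reaching that limit, limit read from the data, passing the limit was not always enough; inconclusive = no clear call, values can overlap the other calls; inactive = mean under the limit and some replicate under it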;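 also: myotubes were challenged with 10 µM simvastatin during compound exposure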
esBAF inh: SWI/SNF esBAF complex inhibition. reporter increase, % at 12.5 µM. mouse ES cells, Bmi1-luciferase knock-in reporter, 24 h; 100% = twice the neutral-well signal. 350,000 compounds, 2% hits; in the data active = activation above about 40%; inconclusive = no clear call, values can overlap the other calls;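 also: 0% = median of the plate's neutral control wells and 100% = double that signal; a rise in the Bmi1 reporter signal indicates esBAF inhibition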
Cneo AK release: causes C. neoformans cell lysis. lysis activity, % at 15 µM. 360,000 compounds, 0.2% hits. adenylate kinase release luminescence, 4 h; normalised: neutral wells 0, clomiphene wells 100;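 active = mean lysis activity across replicates of at least 80%, whatever share of replicates individually reach that level; inactive = mean lysis activity below 80%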
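Material – Cryptococcus neoformans yeast cells · Quantity – 5 × 10^6 yeast cells/mL · Buffer or medium – YPD medium · Compound – single dose · Timing – 4 h static compound exposure, 37 °C, read 1 h post-reagent · Signal – adenylate kinase release luminescence · Read-out basis – lysis from increased AK signal · Benchmarks – Clomiphene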
Active calls of the source: *; ? = inconclusive; . = no result given; & = joins results of further samples; [ ] = dose if it differs, or a comment.

SMILES	SIRT5 block	ERp5 inh	miR-122 sensor	ARNT TACC3 PPI	Statin myotox sup	esBAF inh	Cneo AK release
CO[C@@H]1CN(C)C(=O)c2ccc(NC(C)=O)cc2OC[C@H](C)N(C(=O)c2cccnc2)C[C@H]1C	-3	-4	-1[16.7 µM]	-6	3	-4	-8
O=c1c([N+](=O)[O-])cccn1Cc1ccccc1Cl	2	4	0	-6	3	-1	1
CC(=O)Nc1ccc(S(=O)(=O)Nc2ccccc2C(=O)N2CCCCC2)cc1	-4	1	.	1	-1	0	2
O=C(Nc1nc2c(Cl)c(Cl)ccc2s1)C1CC1	-3	14	11	3	4	-1	0
Cc1ccc(CNC(=O)C(=O)NCCC2CCCCN2S(=O)(=O)c2ccc(C)cc2)cc1 (configuration not stated)	-1	-2	.	1	14	-5	2
O=C(O)c1ccc(-c2nnc(-c3cccc(Br)c3)o2)cc1	-4	4	.	11	-15	71*	0
Cc1ccc(OCc2ccc(C(=O)O)o2)c([N+](=O)[O-])c1	.	7	-7	-5	.	.	-6
Cc1cccc(C)c1NC(=O)CN(C)C(=O)c1ccc(N2C(=O)CCC2=O)cc1	0	4	-7	0	19	-4	0
C/C=C/C1=CC(=O)C[C@H](c2ccc(Cl)cc2)C1	.	-1	-3	-10	-1	3	-2
OC[C@@H]1[C@@H](c2ccc(-c3ccc(F)cc3)cc2)[C@@H]2CN(Cc3ccccn3)CCCCN12	-8	-1	0[16.7 µM]	13	.	.	2

Next part, overlapping the part above by three compounds.
SMILES	SIRT5 block	ERp5 inh	miR-122 sensor	ARNT TACC3 PPI	Statin myotox sup	esBAF inh	Cneo AK release
Cc1cccc(C)c1NC(=O)CN(C)C(=O)c1ccc(N2C(=O)CCC2=O)cc1	0	4	-7	0	19	-4	0
C/C=C/C1=CC(=O)C[C@H](c2ccc(Cl)cc2)C1	.	-1	-3	-10	-1	3	-2
OC[C@@H]1[C@@H](c2ccc(-c3ccc(F)cc3)cc2)[C@@H]2CN(Cc3ccccn3)CCCCN12	-8	-1	0[16.7 µM]	13	.	.	2
C[C@@H]1CN([C@H](C)CO)C(=O)c2cc(NC(=O)Nc3ccc(C(F)(F)F)cc3)ccc2O[C@@H](C)CCCCO[C@@H]1CN(C)CC1CCCCC1	2	-6	-27[16.7 µM]	30	.	0	2
Cc1ccc(CSc2nnc(NC(=O)C3=COCCO3)s2)cc1	-1	-1	-2	-3	34	30	11
CC(C)=NNc1cc([N+](=O)[O-])cc2c1C(=O)N(C)S2=O (configuration not stated)	-7	2	.	14	.	.	.
COc1ccc(CCNC(=O)CCn2c(=O)c3cccn3c3ccc(F)cc32)c(OC)c1OC	-3	-3	5	1	-2	-6	1
Cc1cc(C)c(C)c(OCCCCn2cnc3ccccc3c2=O)c1	.	.	3	-2	-56	-8	-2
O=C(CCSc1ccccn1)c1ccccc1	-1	4	3	.	0	9	0
NS(=O)(=O)c1ccc(CNC(=O)Cc2ccccc2F)cc1	7	5	.	12	.	.	.
O=C(N/N=C1/CC2C=CCC12)c1cccs1 (configuration not stated)	0	0	2	-3	.	.	-1
COc1ccc2c(c1OC)C(=O)N(c1nccs1)C2	.	.	2	-3	0	36	-2
Cn1c(=O)cc(OCC(=O)NCCc2ccc(Cl)cc2)c2ccccc21	9	-2	-4	.	-2	-5	-1
CCCNC(=O)N[C@@H]1C=C[C@H](CC(=O)NC2CCCCC2)O[C@H]1CO	-1	-3	.	3	-1	-5	-3
NC(=O)[C@@H]1[C@H]2C(=O)O[C@H](c3ccccc3)[C@H](c3ccccc3)N2[C@H](c2ccccc2OCCO)[C@@]12C(=O)Nc1ccccc12	10	0	.	12	.	.	18
NC(=O)c1cc([N+](=O)[O-])ccc1NCc1ccc(O)cc1	.	-2	.	-4	5	3	0
Cc1nn(Cc2ccc(Cl)c(Cl)c2)c(C)c1NC(=O)c1cc(-c2ccc3c(c2)OCO3)on1	.	.	-23	-1	25	-1	-2
Clc1cccc(CN2CCSCC2)c1Cl	-2	2	-2	-4	0	-5	1
Cc1ccc(S(=O)(=O)N(C)C[C@H]2Oc3ncc(-c4ccncc4)cc3C(=O)N([C@@H](C)CO)C[C@@H]2C)cc1	32*	-8	-1[16.7 µM]	-2	-5	-3	-3
COC(CNC(=O)CN1C(=O)COc2ccc(S(=O)(=O)N3CCOCC3)cc21)OC	-5	.	.	-1	24	-6	-2
CCOC(=O)c1c(-c2ccccc2Cl)csc1NC(=O)CSc1nc(C)cc(=O)[nH]1	1	4	.	-3	.	.	.
Cc1ccc(S(=O)(=O)N2CCN(CCc3ccncc3)CC2)cc1	-2	1	1	-4	3	1	-1
Cc1ccc(S(=O)(=O)N2CCC(C(=O)N3CCC(C(=O)NCC4CCCO4)CC3)CC2)cc1 (configuration not stated)	0	-2	-6	-8	15	-9	2
CC(=O)OCCNc1cc(SC(C)C)c2nonc2c1[N+](=O)[O-]	5	1	.	12	.	.	.
O=C(CNC(=S)N(CCCN1CCOCC1)Cc1cccs1)NC1CCCCC1	0	0	0	-4	.	.	.
C[C@@H]1CN([C@H](C)CO)C(=O)c2cc(NS(=O)(=O)c3ccccc3)ccc2O[C@H]1CN(C)Cc1ccc(-c2ccccc2)cc1	16*	-4	3[16.7 µM]	5	-26	-1	4
O=C(CCS(=O)(=O)c1ccccc1)Nc1ccc2c(c1)OCO2	0	1	.	-1	.	.	.
CC1(C)Cc2c(sc(NC(=O)C(=O)N3CCCCC3)c2C(N)=O)CO1	-6	1	-3	0	1	1	.
Cc1ccc(C)c(OCCCC(=O)O)c1	.	.	-4	-6	23	1	3
Cc1ccc(S(=O)(=O)Nc2ccc3c(c2)C(=O)N([C@H](C)CO)C[C@@H](C)[C@H](CN(C)Cc2ccc(C(=O)O)cc2)O3)cc1	1	.	5[16.7 µM]	-12	12	3	-1
O=C(CSc1nc2c(cnn2-c2ccc(F)cc2)c(=O)[nH]1)N1CCCCC1	-2	1	-2	-7	-6	-11	3
Cc1ccc(C)c(S(=O)(=O)Nc2ccc(C(=O)NCCCN3CCOCC3)cc2)c1	0	-4	7	-1	1	-5	.
COc1ccc(OC)c2c1CC(C)(C)NC2=O	.	1	-2	.	-17	-1	9
O=C(Nc1ccc2nc(-c3ccco3)[nH]c2c1)c1cccs1	.	.	-6	32	-45	29	-19
O=C(CCCOc1ccccc1)Nc1nnc(C2CCCO2)s1 (configuration not stated)	.	.	3	-4	5	-2	0
Cc1ccc(SCC(=O)Nc2ccc(C(=O)Nc3ccc(O)cc3)cc2)cc1	-2	-1	.	3	.	.	.
COc1ccc(CC(=O)N/N=C/c2ccc(Cl)s2)cc1OC	-1	1	12	10	-19	-9	1
O=C(NC(=S)NCc1ccccc1)c1cccs1	3	10	-6	0	.	.	7
COC(=O)[C@H]1[C@H](CO)[C@H]2Cn3c(ccc(C4=CCCCC4)c3=O)[C@H]2N1Cc1ccc2c(c1)OCO2	-12	0	.	-1	15	-2	-3
CCOC(=O)C(C(=O)OCC)C1CCS(=O)(=O)C1 (configuration not stated)	.	.	4	27	-7	3	6
CNC[C@H]1Oc2cc(C#C[C@H](C)O)ccc2S(=O)(=O)N([C@H](C)CO)C[C@@H]1C	11	-3	-3[16.7 µM]	-1	.	-3	-6
CCCCNc1ncnc2c1cnn2-c1ccc(Cl)cc1	-2	-2	46	3	-81	24	-1
Cc1cc(Cl)c2ccccc2n1	-3	3	.	-2	.	.	.
Cn1ncc(Cl)c1C(=O)NNC(=O)Nc1cccc2ccccc12	-2	-1	6	0	7	-11	-2
Cc1cc(OC(=O)c2ccc(F)cc2)c([N+](=O)[O-])c(=O)[nH]1	-4	10	6	-3	-3	-4	0
O=C(NCc1ccc2c(c1)OCO2)C1CCN(S(=O)(=O)N2CCOCC2)CC1	.	.	1	-12	8	0	-2
O=C(Nc1cccc(NC(=S)NC(=O)c2cccs2)c1)c1ccccc1	.	.	1	-1	-187	5	1
Cc1cc(C)c(C#N)c(Cl)n1	-8	?	-5	30	.	.	-1
Cc1cccc(CN(C)C[C@@H]2Oc3ncc(C#CCN(C)C)cc3C(=O)N([C@H](C)CO)C[C@@H]2C)c1	.	.	-2[16.7 µM]	.	4	-3	.
CN(C)c1ccc2c(c1)[C@@H]1C[C@@H](CC(=O)NCc3ccccc3)O[C@H](CO)[C@@H]1O2	20*	-2	-4[16.7 µM]	1	1	8	2
CC(CCc1ccccc1)NC(=O)c1cccnc1 (configuration not stated)	.	.	18	4	36	-7	4
Cc1cc(C)cc(C(O)c2ncc(-c3ccccc3C)[nH]2)c1 (configuration not stated)	-2	8	.	.	.	.	2
CC(C)C#Cc1ccc2c(c1)O[C@@H](CN(C)C(=O)C1CC1)[C@H](C)CN([C@H](C)CO)S2(=O)=O	-1	-1	12[16.7 µM]	7	-9	3	1
Next section.
SMILES	SIRT5 block	ERp5 inh	miR-122 sensor	ARNT TACC3 PPI	Statin myotox sup	esBAF inh	Cneo AK release
CC(C)C[C@H](NC(=O)c1[nH]cnc1C(=O)N[C@@H](C)C(=O)OC(C)(C)C)C(=O)OCc1ccccc1	.	.	-15	28	-3	-2	-11
CCc1cnc(N2[C@@H](C#N)[C@@H](c3ccc(-c4cccc(F)c4)cc3)[C@@H]2CO)s1	-1	-2	.	2	-33	-3	-6
CCC(=O)Nc1ccc2c(c1)OC[C@@H](C)N(CC1CC1)C[C@@H](C)[C@@H](OC)CN(C)C2=O	3	-2	.	-4	4	-4	-2
O=C(Nc1cccc(C(F)(F)F)c1)Nc1nnc([C@H]2C[C@H](O)[C@@H](CO)O2)s1	.	3	-4	.	7	-3	2
Cc1c(C(=O)NCc2ccc3c(c2)OCO3)oc2ccc(S(=O)(=O)N3CCCCC3)cc12	.	.	1	1	4	-6	-5
COc1ccc(CCNC(=O)COc2ccc(S(=O)(=O)NC3CCCCC3)cc2Cl)cc1	.	.	87	-17	14	8	30
C[C@@H]1CCCCO[C@@H](CN(C)S(=O)(=O)c2cn(C)cn2)[C@@H](C)CN([C@H](C)CO)C(=O)c2cc(NC(=O)Nc3ccc(C(F)(F)F)cc3)ccc2O1	6	-1	-4	2	0&-50	1&4	-1
C[C@H](CO)N1C[C@H](C)[C@H](CN(C)C(=O)Nc2ccc(F)cc2)Oc2ncc(C3=CCCC3)cc2C1=O	-8	-1	-5[16.7 µM]	-2	22	-16	0
COc1ccccc1NC(=O)NNC(=O)CCN1CCOCC1	-2	0	-3	0	-9	3	-5
Cn1c(CNC(=O)c2ccccc2F)nnc1SCC(=O)Nc1nncs1	-3	3	-2	.	-24	-1	0
C=CCn1c(=O)c2ccccc2n2c(SCC(=O)NC)nnc12	-3	5	-3	14	5	2	4
Cc1ccc(Cn2nnnc2CN2CCC(O)(c3cccnc3)CC2)cc1	1	-1	.	-3	.	.	.
CC1CCCN(C(=O)Nc2ccc(Br)cc2Cl)C1 (configuration not stated)	3	3	.	1	.	.	.
COc1ccccc1C(=O)Nc1ccc2c(c1)OC[C@@H](C)N(C(C)=O)C[C@H](C)[C@@H](OC)CN(C)C2=O	3	3	.	-5	-8	-5	-1
CCCN1[C@@H]2Cn3c(ccc(-c4cccnc4)c3=O)[C@H]1[C@@H](C(=O)NC1CCCC1)[C@@H]2CO	4	-4	22[16.7 µM]	.	-30	-12	9
CC(=O)NC12CC3CC(C1)CC(C(=O)NCc1ccc(C)cc1)(C3)C2	-2	2	-2	-1	4	2	1
C[C@H](CO)N1C[C@H](C)[C@H](CN(C)Cc2ccc(-c3ccccc3)cc2)Oc2ccc(NC(=O)CCC(F)(F)F)cc2CC1=O	2	1	-7[16.7 µM]	-5	22	2	2
CCCc1cn(CC[C@@H]2CC[C@@H](NS(=O)(=O)c3ccccc3Cl)[C@@H](CO)O2)nn1	15	-8	.	-16	6	0	-2
C[C@@H]1CCCCO[C@@H](CN(C)C(=O)Nc2ccc3c(c2)OCO3)[C@@H](C)CN([C@@H](C)CO)C(=O)c2cc(NC(=O)C3CCCCC3)ccc2O1	3	2	15[16.7 µM]	7	.	-3	-4

Compound activity deposited in PubChem by Broad Institute.
